GLA spleen mod: alpha-galactosidase A (human) modulation; Potency, µM (doses to about 80 µM), without a hit: top-dose activity change, negative = inhibition, actives largely listed as inhibitors; 240,000 compounds, 0.008% hits; P06280; human spleen homogenate, 4MU-alpha-Gal fluorescence, 40 min;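 also: 0% = enzyme with vehicle and -100% = no enzyme basal signal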
Target sequence (P06280 32-429 limits assumed): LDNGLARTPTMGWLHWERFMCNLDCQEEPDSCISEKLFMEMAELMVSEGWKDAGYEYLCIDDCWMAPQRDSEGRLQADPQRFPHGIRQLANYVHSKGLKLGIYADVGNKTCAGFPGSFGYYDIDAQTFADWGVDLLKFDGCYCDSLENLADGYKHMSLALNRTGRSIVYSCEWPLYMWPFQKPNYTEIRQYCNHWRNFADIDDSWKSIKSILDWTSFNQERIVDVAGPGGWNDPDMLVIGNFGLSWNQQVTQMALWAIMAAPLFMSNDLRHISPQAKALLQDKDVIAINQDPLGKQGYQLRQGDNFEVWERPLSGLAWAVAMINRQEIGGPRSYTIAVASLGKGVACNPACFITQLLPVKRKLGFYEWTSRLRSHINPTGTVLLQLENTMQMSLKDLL
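Fluorogenic readout (Ex 365/Em 440 nm) of 4-methylumbelliferone released from 1 mM 4-MU-alpha-galactoside by spleen homogenate, 40 min at 37C, pH 5.0. Data normalized to no-enzyme and enzyme controls; Hill-equation AC50 from compound titrations.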
GAA glycogen: alters human alpha-glucosidase cleavage of glycogen. recombinant GAA, glycogen substrate, Amplex Red glucose oxidase fluorescence. AID 2100. 300,000 compounds, 0.38% hits. Potency, µM (titrated, usually from 76.4 µM), for inactives: at the highest dose activity change, negative = inhibition, usual class: inhibitors. P10253;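 also: 0% = full enzyme reaction and -100% = no-enzyme basal signal; the screen sought inhibitors and activators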
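qHTS, 1536-well; enzyme 4 nM final; cpd up to 77 uM; substrate bovine liver glycogen 30 ug; 50 mM citrate/phosphate pH 5.0, 0.01% Tween-20; 37 C, 40 min; Amplex Red detection 45 min RT; Hill fit → AC50.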
Tau fibril ThT: tau fibrillization inhibition (ThT binding). AID 1460. recombinant tau K18 P301L, heparin-induced fibrillization, ThT fluorescence. 270,000 compounds, 2.1% hits. Potency, µM (highest dose often 57.4 µM), for inactives: top-dose activity, negative = inhibition, hits mostly inhibitors; also: % is scaled to controls: 0 for no effect and ±100 for the full control effect; nearly all actives have a fitted effect of over 55% in size
Target sequence (P10636 561-689 P618L limits assumed): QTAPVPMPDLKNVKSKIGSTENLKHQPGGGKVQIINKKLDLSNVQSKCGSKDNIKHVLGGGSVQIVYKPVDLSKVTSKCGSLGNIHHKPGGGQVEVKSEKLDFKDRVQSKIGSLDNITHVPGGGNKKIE
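In this qHTS, human K18 P301L tau is incubated with compound and heparin for 6 hr at 37 C, and Thioflavin T fluorescence then reports fibril load.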
GAA inh: blocks human lysosomal alpha-glucosidase. P10253. purified human GAA, 4-MU-alpha-glucoside fluorescence. Potency, µM (titrated, usually from 76.9 µM), inactives show at the highest dose activity change, negative = inhibition, most hits filed as inhibitors. 200,000 compounds, 0.005% hits;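 also: plate controls were uninhibited enzyme wells for no effect and no-enzyme background for full effect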
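Compounds are titrated up to 77 uM against 4 nM human enzyme. Substrate 4-methylumbelliferyl-alpha-D-pyranoside (400 uM) reacts 20 min at room temperature in pH 5.0 buffer; liberated 4-methylumbelliferone is read at 440 nm.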
GAA spleen mod: inhibits or activates alpha-glucosidase in human spleen homogenate; P10253; human spleen homogenate, 4-MU-alpha-glucoside fluorescence; Potency, µM (highest dose often 79.9 µM), without a hit: at the top dose activity change, negative = inhibition, actives largely listed as inhibitors; 240,000 compounds, 0.006% hits; AID 2112;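 also: 0% = enzyme with vehicle and -100% = no enzyme basal signal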
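Human spleen homogenate (1 ug) with 4-methylumbelliferyl-alpha-D-glucopyranoside (1 mM final) in 50 mM citrate/phosphate pH 5.0, 0.01% Tween-20; 40 min at 37 C. Stopped at pH 10; 4-MU fluorescence Ex 365/Em 440 nm; AC50 by Hill fit.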
HTT ATP protect: Huntington cell model cytoprotection by ATP luminescence; PC12 HTT-Q103 induced, cytoprotection, ATP luminescence, 40 h; Potency, µM (series often up to 56.4 µM), without a hit: cytoprotection (ATP increase), actives largely listed as activators; 230,000 compounds, 0.14% hits; AID 1471;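 also: % of control where 0% means no effect; nearly all actives have a fitted effect of over 45% in size; toxic huntingtin expression switched on by the ecdysone agonist tebufenozide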
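Rat PC12, Q103 Htt exon1-GFP fusion, ecdysone promoter; tebufenozide inducer 100 nM final; compound titration; qHTS, 1500 cells/well; ATPlite luminescent read.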
Tau fibril FP: blocks human tau fibril formation measured by polarization. P10636. K18 P301L tau heparin fibrillization, Alexa594 FP, 6 h. Potency, µM (top dose mostly 57.7 µM), for the others: top-dose activity, negative = inhibition, actives largely listed as inhibitors. 280,000 compounds, 0.39% hits. AID 1468; also: % is scaled to controls: 0 for no effect and ±100 for the full control effect; nearly all actives have a fitted effect of over 55% in size
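K18 P301L tau (15 uM unlabeled/0.24 uM Alexa 594-labeled, final) + compound + heparin 20 uM final; 100 mM NaOAc pH 7; 6 hr 37 C; ThT 30 uM final added, 1 hr RT; FP ex 555/em 632 nm.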
Tau fluor cs: counter-screen for tau fibril formation inhibitors; AID 1463; Potency, µM (series often up to 57.7 µM), without a hit: at the highest dose activity change, negative = decrease; 280,000 compounds, 0.93% hits; tau K18 P301L Alexa594 fluorescence, heparin fibrillization; also: % is scaled to controls: 0 for no effect and ±100 for the full control effect; nearly all actives have a fitted effect of over 55% in size
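Human tau K18 P301L (15 uM unlabeled, 0.24 uM Alexa 594-labeled) in 100 mM sodium acetate pH 7 with 20 uM heparin, 6 hr at 37 C. ThT 30 uM added, 1 hr ambient; Alexa 594 FP and total fluorescence read at 555/632 nm.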
An asterisk follows results filed as active; u = inconclusive; x = no result given; & = joins results of further samples; [ ] = another dose, or the depositor's remark. Calls follow the shape of the dose curve; as a rule, active = well fitted curve in the direction sought with a large enough effect; inconclusive = small, poorly fitted or top-dose-only effect, or another doubt; inactive = no such curve, though single readings can be large; an effect the other way counts as inactive or inconclusive. Potency is read from the fitted curve at half-maximal effect.

smiles	GLA spleen mod	GAA glycogen	Tau fibril ThT	GAA inh	GAA spleen mod	HTT ATP protect	Tau fibril FP	Tau fluor cs
COc1cc(NC(=O)c2cccs2)c(C(=O)OCC(=O)NC(C)c2ccccc2)cc1OC (stereo unspecified)	5%	2%	u	-15%	1%	-9%	-3%	-23%
O=C1c2ccccc2C(=O)N1CC#CCN1CCN(C2CCCCC2)CC1	-8%	7%	1%	5%	-4%	0%	-5%	-5%
O=C(NN=C1CCCCCC1)c1cc(-c2ccccc2)nc2ccccc12	0%	-29%	7%	u	-9%	11%	6%	0%
CCCC1CCc2c(sc(N)c2C(N)=O)C1 (stereo unspecified)	1%	-1%	u	-9%	-18%	-12%[10 µM]	-13%	-26%
CCOC(=O)c1ccccc1NC(=O)NC(C)c1c(-n2cccc2)sc(C)c1C (stereo unspecified)	x	-5%[76.3 µM]	-2%	x	x	x	-9%	-7%
Cc1ccc(-c2csc(NC(=O)C[n+]3cc(-c4ccc(C)cc4)n4c3CCC4)n2)cc1	-5%	2%	u	x	-1%	11%[10 µM]	-5%	-8%
O=C(COC(=O)Cc1cccc(C(F)(F)F)c1)Nc1cccc2ccccc12	-2%	8%	-9%	-8%	1%	14%[10 µM]	-4%	-22%
CC(C)C[C@@H](CC(=O)N[C@@H](CCC(=O)O)CC(=O)O)NC(=O)[C@@H]1CNCC[C@H]1NC(=O)C[C@H](CCCN)NC(=O)C[C@H](CO)NC(=O)[C@@H]1CNCC[C@H]1N	8%	x	0%	x	5%	0%[1.9 µM]	7%	-1%
CCOc1cc(C=O)ccc1OCc1cc(=O)n2cc(C)ccc2n1	-1%	4%	u	0%	-2%	-20%	-12%	-27%
Cc1ccccc1C(=O)Nc1nnc(-c2ccncc2)o1	-3%	-7%	-3%	-5%	-2%	10%[10 µM]	-3%	0%
O=C(Nc1nc2ccc3ccccc3c2s1)c1ccc(N2CCCCC2)c([N+](=O)[O-])c1	-2%	0%	4µM*	0%	-5%	-13%[10 µM]	3%	-19%
O=C(c1c(Cl)nc2sccn12)N1CCCc2ccccc21	-4%	-1%	-9%	-1%	-4%	4%[10 µM]	5%	-14%
CCCCCn1c(=O)[nH]c2cc(C(=O)Nc3ccc(OC)c(OC)c3)ccc2c1=O	x	7%[76.3 µM]	u	x	x	x	-7%	u
Cc1cc(C)nc(SCNC(=O)c2ccc(F)cc2)n1	0%	1%	-13%	-1%	10%	2%	1%	5%
COc1cc(C2C(C(=O)OCC(C)C)=C(C)N=C3SCCC(=O)N32)ccc1OCc1ccccc1 (stereo unspecified)	x	15%[76.3 µM]	-5%	x	x	x	-6%	-7%
COC(=O)Oc1ccccc1C(=O)O	-5%	x	-1%	x	0%	x	-5%	-2%
COc1ccc(C2CC(c3ccc(OC)cc3)n3nc(NS(C)(=O)=O)nc3N2)cc1 (stereo unspecified)	5%	-3%	-9%	x	8%	20%[10 µM]	4%	-2%
COc1cc2nc(CN3CCC(C(O)(c4ccccc4)c4ccccc4)CC3)[nH]c(=O)c2cc1OC	-5%	3%	9%	1%	2%	-27%	2%	11%
CCn1c(=O)cc(OCC(=O)NCc2ccc(F)cc2Cl)c2ccccc21	x	-10%[76.3 µM]	-16%	x	x	x	-6%	-16%
CCCC(=O)Nc1cc(-c2nn(C)c(=O)c3ccccc23)ccc1OC	3%	1%	2%	6%	2%	-13%	2%	4%

The final 3 entries of the part before are carried over, then new ones follow.
smiles	GLA spleen mod	GAA glycogen	Tau fibril ThT	GAA inh	GAA spleen mod	HTT ATP protect	Tau fibril FP	Tau fluor cs
COc1cc2nc(CN3CCC(C(O)(c4ccccc4)c4ccccc4)CC3)[nH]c(=O)c2cc1OC	-5%	3%	9%	1%	2%	-27%	2%	11%
CCn1c(=O)cc(OCC(=O)NCc2ccc(F)cc2Cl)c2ccccc21	x	-10%[76.3 µM]	-16%	x	x	x	-6%	-16%
CCCC(=O)Nc1cc(-c2nn(C)c(=O)c3ccccc23)ccc1OC	3%	1%	2%	6%	2%	-13%	2%	4%
O=C(CCl)N(c1ccccc1)C1CCCCC1	-3%	7%	-4%	0%	-4%	x	10%	10%
COc1ccc(-c2c3c(nc4sc(C(=O)Nc5cc(C)on5)c(N)c24)CCC3)cc1	11%	-5%	u	2%	-6%	-7%	4%	-9%
O=C1OC2(c3ccc(O)cc3Oc3cc(O)ccc32)c2ccccc21	7%&3%	x	u	x	1%&-4%	-45%[inhibitor]	4%	-10%
COc1ccc(N2C(=O)[C@@H]3[C@H](C2=O)[C@H](C(C)=O)N2c4ccccc4C=C[C@@H]32)cc1	-1%	19%	u	x	1%	-19%[10 µM]	-14%	u
CC(=O)c1cccc(NS(=O)(=O)c2ccc(N/C=C\C(=O)c3ccc(C)cc3)cc2)c1	-3%	-4%	-13%	-8%	-6%	2%	u	-23%
CCOc1ncccc1C(=O)OCC(=O)Nc1ccc2c(c1)OCO2	-4%	-8%	-5%	-1%	0%	-30%[inhibitor]	4%	-5%
CCO[C@H]1OC(C(=O)O)=C[C@@H](C2CCCCC2)[C@@H]1CCCO	2%	10%	u	x	-1%	12%[10 µM]	0%	-5%
Cc1nn(CC(=O)Nc2cc(F)ccc2F)c(=O)c2cccn12	x	4%[76.3 µM]	10%	x	x	x	u	4%
Clc1cccc(Cl)c1CO/N=C/c1c(-c2ccccc2)nc2n1CCS2	-3%	-3%	-15%	12%	4%	-50%[inhibitor]	-7%	-24%
COc1ccc(N2CCN(C(=O)Cn3cnc4c(cnn4-c4ccccc4)c3=O)CC2)cc1	-6%	1%	-8%	2%	-24%	3%	4%	-6%
Cc1[nH]n(-c2ccc([N+](=O)[O-])cc2)c(=O)c1C=NCC1CCCO1 (stereo unspecified)	3%	-2%	-17%	4%	1%	-86%	2%	-7%
COc1cc(O)c(C(CCN2CCCCC2)c2ccc3c(c2)OCO3)c(OC)c1 (stereo unspecified)	0%&-3%	4%	-16%	x	-6%&-2%	-10%[10 µM]	-5%	-18%
Cc1nnc(SC(C)C(=O)Nc2ncc(Cl)cc2Cl)n1Cc1ccccc1 (stereo unspecified)	2%	4%	7%	-1%	-3%	-8%	1%	-5%
COC(=O)c1ccc(NC(=O)C(=O)c2cccn2C)cc1	-4%	7%	u	-5%	x	-78%[inhibitor]	-3%	-7%
CCn1c(SCC(=O)O)nnc1-c1ccccc1OC	-1%	-24%	6%	u	0%	-27%[10 µM]	6%[2.34 µM]	6%
Cc1ccc2nc(SCC(=O)c3ccc4c(c3)NC(=O)CO4)[nH]c2c1	4%	-5%	u	10%	2%	17%	-3%	-18%
CN1CCN(C(=O)c2ccc(COc3ccc(C(C)(C)C)cc3)o2)CC1	4%	-1%	-12%	-1%	1%	-34%	0%	-6%
Cc1cc(F)ccc1S(=O)(=O)Nc1ccccc1C(=O)Nc1ccccc1N1CCOCC1	3%	-11%	-8%	-1%	-5%	-27%	3%	u
CC(C)C[C@@H](CC(=O)N[C@H](CC(=O)N[C@@H]1CCCC[C@H]1C(=O)N[C@H](CC(=O)N[C@@H](CCC(=O)O)CC(=O)O)Cc1c[nH]c2ccccc12)C(C)C)NC(=O)[C@@H]1CNCC[C@H]1N	-6%	x	-16%	x	5%	0%[1.9 µM]	-1%	-5%
CC(=O)N(C)c1ccc(OCC(O)Cn2c(C)nc3ccccc32)cc1 (stereo unspecified)	1%	-7%	-4%	-2%	x	-50%[inhibitor]	-6%	-2%
O=C(NC(=S)NCc1cccnc1)c1cc2ccccc2o1	-12%	-8%	-9%	-2%	x	-33%[inhibitor]	1%	-12%
COc1ccc(C(c2nnnn2Cc2cccs2)N2CCC(C(N)=O)CC2)c(OC)c1 (stereo unspecified)	-3%	4%	-6%	-4%	-4%	-1%	4%	-5%
COc1ccc(NC(=O)C2CCN(C(=O)c3cccs3)CC2)cc1	5%	6%	-16%	0%	-5%	23%	7%	-3%
CC1C(=O)Nc2ccc(S(=O)(=O)NCc3ccc(N(C)C)cc3)cc2NC1=O (stereo unspecified)	x	-12%[76.3 µM]	-3%	x	x	x	-5%	-20%
O=C(/C=C/c1ccccc1Cl)c1cccnc1	1%	-9%	u	-2%	-2%	-15%	8%	7%
COc1ccc2[nH]c(C)c(CCN3C(=O)C4C5C=CC(C5)C4C3=O)c2c1 (stereo unspecified)	8%	-20%	-21%	-1%	-1%	-9%	20%	-25%
COC(=O)c1sc(-c2ccc(C(C)(C)C)cc2)cc1NC(=O)CCC(=O)O	6%	1%	x	x	-7%	-6%[10 µM]	10%	-1%
CCOC(=O)CNc1nc(Cl)c(C#N)s1	-2%	18%	4%	4%	11%	x	2%	-6%
O=S(=O)(NC1=NCCCCC1)c1cccs1	-18%	2%	4%	-7%	u	-3%	11%	6%
CCOc1ccccc1NC(=O)NC1(C(=O)N2CCN3CCCC3C2)CCCCC1 (stereo unspecified)	-11%	0%	1%	4%	-13%	1%	-7%	-2%
CCN(CC)C(=O)C(=O)Nc1ccc(OC)c(Cl)c1	6%	-19%	-3%	-13%	5%	-36%	16%	4%
CCCCn1c(N)c(Sc2ccc(C)cc2)c(=O)[nH]c1=O	-1%	-4%	-7%	2%	-2%	-20%	4%	3%
CC(=O)Nc1ccc(NC(=O)c2cccc3c2-c2ccccc2C3=O)cc1	-8%	-13%	-15%	-1%	0%	-8%	9%	-9%
